From PubChem
TbREL1 primary: TbREL1 RNA ligase inhibitors, primary screen, biochemical, FRET fluorescence; TbREL1 RNA ligation; inhibition, % at 9.66 µM; 89,000 tested, 0.49% active;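 active = inhibition above the mean inhibition across all screened compounds plus 3 SD, cut at about 11% in these data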;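 also: 0% = plate median of test wells and 100% = NSC42067 control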
Target sequence (P86926 whole entry, looked up): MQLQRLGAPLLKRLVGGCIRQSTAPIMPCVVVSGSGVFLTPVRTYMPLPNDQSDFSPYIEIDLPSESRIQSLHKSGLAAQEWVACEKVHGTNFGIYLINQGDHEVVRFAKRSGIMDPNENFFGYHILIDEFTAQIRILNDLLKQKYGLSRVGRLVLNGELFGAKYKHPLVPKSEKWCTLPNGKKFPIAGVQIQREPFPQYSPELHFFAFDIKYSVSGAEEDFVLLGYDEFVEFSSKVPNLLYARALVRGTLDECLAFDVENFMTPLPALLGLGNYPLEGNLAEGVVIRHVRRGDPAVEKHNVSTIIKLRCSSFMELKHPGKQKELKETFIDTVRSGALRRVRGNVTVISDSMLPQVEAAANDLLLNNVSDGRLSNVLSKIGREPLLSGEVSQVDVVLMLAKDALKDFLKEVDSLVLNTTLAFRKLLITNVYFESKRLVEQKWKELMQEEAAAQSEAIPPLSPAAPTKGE
Starred values were filed as active, the others as inactive. The list is partial; rates above refer to the full screens.

TbREL1 primary | SMILES
-1 | Cc1ccc(F)c(NC(=O)C2CCCCC2C(=O)O)c1 (stereo not given)
0 | COc1ccc(C2C3=C(CC(C)(C)CC3=O)Oc3ncn(Cc4ccccc4)c(=N)c32)cc1 (stereo not given)
-1 | COc1ccc(Cn2c(=O)[nH]c3cc(C(=O)N4CCN(c5ccccc5F)CC4)ccc3c2=O)cc1
46* | CCOc1cccc(=O)c2c(C)n(-c3ccc(C(=O)O)cc3)c(C)c12
-4 | Cc1c(NC(=S)NC(=O)C(C)(C)C)cccc1[N+](=O)[O-]
-1 | CCOC(=O)Nc1cc(NC(=O)OCC)c(C)nc1C
7 | O=C(COC(=O)c1ccc(O)cc1)NCC1COc2ccccc2O1 (stereo not given)
3 | CC1CCc2c(C(=O)N3CCN(S(=O)(=O)c4cccs4)CC3)csc2C1 (stereo not given)
2 | Cc1ccc(Nc2ccc(NCc3ccccc3)nn2)cc1C
0 | Cc1cc(C(=O)NCC2CCCO2)n(-c2ccccc2)n1 (stereo not given)

Following part:
TbREL1 primary | SMILES
-8 | Cc1ccc(N2CCN(C(=O)N3CCOCC3)CC2)cc1C
1 | CCOc1ccc(NC(=O)CN(C)C(=O)CCN2C(=O)C3CC=CCC3C2=O)cc1OCC (stereo not given)
1 | Cc1ccc(S(=O)(=O)N2CCC(=O)N(CCOC(=O)Nc3ccccc3C)CC2)cc1
6 | CCOC(=O)Cn1c(=O)n(CC(=O)OCC)c2ccccc21
2 | C=CCn1c2ccccc2c2nn(C)c(=S)nc21
0 | CCOc1ccc2oc(C(=O)OCC(=O)NC(=O)NC3CCCC3)c(C)c2c1
-4 | COC(=O)c1ccc(COC(=O)c2[nH]c(C)c(C(C)=O)c2C)o1
8 | O=C(COC(=O)Cc1ccc(Br)cc1)NCc1ccccc1
-3 | COc1cc2ccccc2cc1C(=O)NC(=S)Nc1ccc(C(=O)O)cc1
17* | Cc1ccccc1OCC(O)CNC1CCC(NCC(O)COc2ccccc2C)CC1 (stereo not given)

Marked active in TbREL1 primary (from the list above):
TbREL1 primary | SMILES
46* | CCOc1cccc(=O)c2c(C)n(-c3ccc(C(=O)O)cc3)c(C)c12
17* | Cc1ccccc1OCC(O)CNC1CCC(NCC(O)COc2ccccc2C)CC1 (stereo not given)

Back to the main list with the 5 entries that preceded the break.
TbREL1 primary | SMILES
0 | CCOc1ccc2oc(C(=O)OCC(=O)NC(=O)NC3CCCC3)c(C)c2c1
-4 | COC(=O)c1ccc(COC(=O)c2[nH]c(C)c(C(C)=O)c2C)o1
8 | O=C(COC(=O)Cc1ccc(Br)cc1)NCc1ccccc1
-3 | COc1cc2ccccc2cc1C(=O)NC(=S)Nc1ccc(C(=O)O)cc1
17* | Cc1ccccc1OCC(O)CNC1CCC(NCC(O)COc2ccccc2C)CC1 (stereo not given)
-4 | CCS(=O)(=O)N(CC(=O)Nc1cccc2ccccc12)c1ccc(OC)cc1
-7 | Cc1[nH]c2ccccc2c1CCN(Cc1cccs1)C(=S)NC(C)(C)C
-1 | CCCCC(C(=O)NC(C)(C)C)N(Cc1ccco1)C(=O)c1snc(C(N)=O)c1N (stereo not given)
-3 | O=C(Nc1cccc(Cl)c1)Nc1nc(-c2ccccc2)cs1
-1 | Cc1ccc(Cn2c(CN3CCOCC3)nc3c2c(=O)[nH]c(=O)n3C)cc1
4 | Cc1ccc(C(=O)NCC2CCCN2S(=O)(=O)c2cccs2)cc1C (stereo not given)
3 | COc1ccc(CNC(=O)C2CC(c3ccccc3[N+](=O)[O-])=NO2)cc1 (stereo not given)
-3 | COc1cc(/C=N/NC(=O)C2=NNC(=O)C2C)ccc1O (stereo not given)
-1 | CCOC(=O)C1(C)CCN1C(=O)c1ccc(C)cc1 (stereo not given)
-1 | CC1CCN(C(=O)c2[nH]cnc2C(=O)N[C@H](C)c2ccccc2)CC1

Following part.
TbREL1 primary | SMILES
-1 | CCOc1ccccc1NC(=O)Nc1ccsc1C(=O)OC
5 | CCCn1c(=N)n(CCOc2ccc(OC)cc2)c2ccccc21
2 | O=S(=O)(O)c1nc2ccccc2n1CCOc1ccccc1
-5 | Nc1c(C(=O)NCc2ccccc2)sc2nc(N3CCOCC3)c3c(c12)CCCC3
-2 | COc1ccc(N2C(N)=C(C#N)C(c3cccnc3)C3=C2CC(C)(C)CC3=O)cc1 (stereo not given)
1 | CCOc1ccc(N(CC(=O)Nc2ccc(C)c(F)c2)C2=NC3CS(=O)(=O)CC3S2)cc1 (stereo not given)
-3 | CCN(CC)S(=O)(=O)c1ccc(OC)c(NC(=O)c2ccc(OC)c([N+](=O)[O-])c2)c1
-2 | CC(=O)c1ccc(NC(=O)NC2CCCCN(Cc3ccc(Cl)cc3)C2=O)cc1 (stereo not given)
-2 | Cc1ccc(S(=O)(=O)N(C)C)cc1NC(=O)COC(=O)c1c(C)noc1C
1 | CCCCNC1(C#N)CCN(Cc2ccccc2)CC1

The list continues:
TbREL1 primary | SMILES
-2 | CC1CC(=O)NN1C(=O)c1ccccc1 (stereo not given)
15* | c1ccc(-c2cnc(SCCN3CCOCC3)n2CC2CCCO2)cc1 (stereo not given)
-3 | Cc1cc(C(=O)Nc2ccc(Cl)c(Cl)c2)n(-c2ccccc2)n1
-1 | N#C/C(=C\c1cn(-c2ccccc2)nc1-c1ccccc1)S(=O)(=O)c1ccccc1
-3 | O=C1CN(N=Cc2ccco2)C(=O)N1
0 | CCOCC(O)CS(=O)(=O)c1ccccn1 (stereo not given)
0 | O=C(c1ccco1)N1CCn2c1nc1ccccc12
-1 | Cc1nn(-c2ccccc2)c(C)c1NC(=O)COC(=O)Cc1cccc(C(F)(F)F)c1
-1 | O=C(CCCOc1ccccc1)Nc1cccc(S(=O)(=O)N2CCCCC2)c1
0 | Cc1ccccc1CN1CCCCC(NC(=O)c2ccc(COc3ccccc3)cc2)C1=O (stereo not given)

Following part.
TbREL1 primary | SMILES
3 | CN(C)/C=N/c1cc(=O)[nH]c(=O)n1Cc1ccccc1
0 | CCn1c(SCC(=O)NCC2CCCO2)nnc1-c1c[nH]c2ccccc12 (stereo not given)
4 | CC1=C(C#N)CCC(=O)N1Cc1ccc(C)cc1
0 | CCOc1ccc(NS(=O)(=O)c2ccc3c(c2)oc(=O)n3C)cc1
6 | COc1ccc(CC(=O)OCN2C(=O)c3ccccc3C2=O)cc1
-1 | CC(C)c1cc(C(=O)O)on1
1 | CCc1nnc(SCC(=O)Nc2ccc3ccccc3c2)n1N
0 | CN(C)C(=O)C1Cc2ccccc2CN1S(=O)(=O)c1ccc(F)cc1 (stereo not given)
0 | CCOC(=O)c1c(CSc2ccccc2)n(C)c2cc(Br)c(O)c(CN(C)C)c12
7 | O=C(/C=C/c1ccccc1)OCCCCN=C1NS(=O)(=O)c2ccccc21

Continued.
TbREL1 primary | SMILES
0 | Cc1cc(Br)c(NC(=O)COC(=O)C2CCCCC2)c(Br)c1
1 | CNS(=O)(=O)c1cccc(C(=O)OCC(=O)C23CC4CC(CC(C4)C2)C3)c1
0 | CC1CCCC(NC(=O)CNC(=O)c2cccs2)C1C (stereo not given)
-3 | COc1cc(Br)cc(C(c2c(C)n(C)n(-c3ccccc3)c2=O)c2c(C)n(C)n(-c3ccccc3)c2=O)c1O
0 | O=S1(=O)c2ccccc2C(CCO)N1Cc1ccccc1 (stereo not given)
-2 | CN(C)c1ccc(/C=N/N2C(=S)SC(C)(C)C2N(O)C(=O)Nc2ccc([N+](=O)[O-])cc2)cc1 (stereo not given)
0 | COP(=O)(CC(=O)C(Cc1ccccc1)NC(=O)OC(C)(C)C)OC (stereo not given)
5 | COC(=O)c1ccc(CNC(=O)Cn2cnc3c(NCc4ccccc4)ncnc32)cc1
6 | COC(=O)c1ccc(SCC(=O)N2CCC(C)CC2)c([N+](=O)[O-])c1
4 | CC(C)(C)c1cc(NC(=O)c2c(F)cccc2Cl)n(-c2ccccc2)n1

Remaining list, next part
TbREL1 primary | SMILES
3 | c1ccc2c(c1)nc1n2CCC1
-4 | COc1ccc(N/C(=N\c2nc(C)cc(C)n2)NC(C)=O)cc1OC
2 | Cc1ccc(Cl)cc1NC(=O)C1CCN(S(C)(=O)=O)CC1
0 | Cc1cc2oc(C(=O)NCCc3ccc(S(N)(=O)=O)cc3)c(C)c2cc1C
4 | Cc1cc(S(=O)(=O)N2CCCC2)ccc1OCC(=O)Nc1ccccc1
0 | Cc1cc(-c2nnc3n2N=C(c2ccccc2Br)CS3)n[nH]1
4 | COc1ccc(CNC(=O)CC[C@H]2O[C@@H](n3cnc4c(NC(=O)c5ccccc5)ncnc43)[C@H](O)[C@@H]2O)cc1
0 | CS(=O)(=O)c1ccc(Cl)c(NC(=O)C2CC(=O)N(c3ccc4c(c3)OCCO4)C2)c1 (stereo not given)
1 | CC(NC(=O)/C(=C/c1ccc(OC(F)F)cc1)c1ccccc1)c1ccccc1 (stereo not given)
1 | Cc1cc(C)c(C#N)c(Nc2ccccc2Cl)n1

Next part:
TbREL1 primary | SMILES
-3 | CC(C)N1C(=O)S/C(=C/c2ccc3c(c2)n(C)c(=O)n3C)C1=O
-1 | Cc1c(NC(=O)CSc2nnnn2C)c(=O)n(-c2ccccc2)n1C
2 | Cc1cccc(-c2cc(=O)c(C(=O)O)cn2-c2ccc(F)cc2F)c1
1 | COc1cccc(CNC(=O)c2cc3oc4ccccc4c3n2C)c1OC
0 | CC1CC(C)CN(C(=O)Cn2c(=O)oc3cc(S(=O)(=O)N4CCCC4)ccc32)C1 (stereo not given)
0 | O=C(Cc1ccc(-n2c(=O)c3ccccc3n(Cc3ccccc3Cl)c2=O)cc1)NCC1CCCO1 (stereo not given)
4 | COc1ccc(NC(=O)c2oc3ccccc3c2CSC)cn1
0 | Nc1ccn(CC(=O)NCCc2ccccn2)c(=O)n1
-2 | COc1cc(OC)cc(C2=Cc3ccc(OC)cc3C(CC(C)=O)N2c2ccc(-c3cccs3)cc2)c1 (stereo not given)
-1 | CC1CCN(Cc2c(C#N)c3ccccc3n2C)CC1

Next section.
TbREL1 primary | SMILES
5 | COC(=O)C1=CN(c2ccc(OC)cc2)C=C(C(=O)OC)C1c1cc(OC)c(OC)cc1OC
0 | Cc1cccc(OC(C)c2ccnc3nc(/N=C/N(C)C)nn23)c1 (stereo not given)
-5 | COc1cccc(-c2nc(CN3CCN(C(=O)c4ccco4)CC3)c(C)o2)c1OC
-2 | CC(CNCCCn1ccc(NC(=O)OCc2ccccc2)nc1=O)c1ccccc1 (stereo not given)
-5 | COc1ccc(Cl)cc1NC(=O)CN(C)C(=O)c1ccc(-n2nc(C)cc2C)cc1
-4 | Cc1ccc(NC(=O)CN(C)C(=O)COC(=O)[C@@H](NC(=O)c2ccccc2F)C(C)C)cc1
1 | CCOC(=O)Cc1nc(N2CCN(CCN)CC2)c2c(C)c(C(=O)OCC)sc2n1
-1 | CCOc1ccc(N/C(C)=C/C(=O)c2ccc(C)o2)cc1
1 | C=CCNc1oc(-c2cccs2)nc1S(=O)(=O)c1ccccc1
5 | CCCCCCC(=O)N1C/C=C\C(c2ccc(OC)cc2)N(Cc2ccc(F)cc2)C(=O)C1 (stereo not given)

Overlap with the part before: 5 entries, then new ones.
TbREL1 primary | SMILES
-4 | Cc1ccc(NC(=O)CN(C)C(=O)COC(=O)[C@@H](NC(=O)c2ccccc2F)C(C)C)cc1
1 | CCOC(=O)Cc1nc(N2CCN(CCN)CC2)c2c(C)c(C(=O)OCC)sc2n1
-1 | CCOc1ccc(N/C(C)=C/C(=O)c2ccc(C)o2)cc1
1 | C=CCNc1oc(-c2cccs2)nc1S(=O)(=O)c1ccccc1
5 | CCCCCCC(=O)N1C/C=C\C(c2ccc(OC)cc2)N(Cc2ccc(F)cc2)C(=O)C1 (stereo not given)
0 | Cc1cccnc1NC(=O)CNC(=O)c1sc2ccccc2c1Cl
0 | O=C(O)c1n[nH]c2c1CCCCC2
1 | Nc1nc2n(n1)C(c1cccc(Br)c1)CC(c1ccccc1)N2 (stereo not given)
-1 | CS(=O)(=O)c1ccc(C(=O)OCC(=O)Nc2cccc(S(=O)(=O)N3CCCC3)c2)cc1
3 | CN(CC(=O)Nc1ccc(Cl)cc1)S(=O)(=O)c1cccc2cccnc12
-1 | CC(C)C(NC(=O)c1ccc(C(C)(C)C)cc1)C(=O)O (stereo not given)
3 | COc1ccc(C(=O)COC(=O)c2ccc(Cl)nc2)cc1OC
1 | Cc1ccc(S(=O)(=O)N2CCCCC2)cc1NC(=O)Cc1c[nH]c2ccccc12
2 | CC12CCC(=O)N1C(C(=O)N1CCN(c3ccc([N+](=O)[O-])cc3)CC1)CS2 (stereo not given)
-5 | CCn1c(Cc2cccs2)nnc1SCC(=O)c1ccc(Cl)cc1

More compounds
TbREL1 primary | SMILES
4 | CN(C)CCn1c2c(c(SCC(=O)Nc3ccc4c(c3)OCCO4)nc1=O)CCC2
0 | CS(=O)(=O)N1CCC(C(=O)Nc2ccccc2Cl)CC1
0 | Cc1cc(N2CCN(C)CC2)nc2ccc(NC(=S)N3CCOCC3)cc12
0 | Cc1ccc(S(=O)(=O)N(C)C[C@@H]2Oc3ccc(NC(=O)CCC(F)(F)F)cc3CC(=O)N([C@@H](C)CO)C[C@@H]2C)cc1
0 | COC(=O)c1ccc(C2C(C(=O)Nc3ccc(C)cc3C)=C(C)Nc3ncnn32)cc1 (stereo not given)
2 | COc1cccc(OC)c1C(=O)Nc1cccc(-c2nc3ccccc3[nH]2)c1
-1 | COc1ccc(-c2cn(CCC(=O)NCc3ccc(C)cc3)c(CCN)n2)cc1
-6 | N#CC1=C(N)OC2=C(CC/C2=C\c2ccccc2)C1c1ccccc1 (stereo not given)
1 | C/C(C=NNC(=O)CSc1nnc(-c2ccc(Cl)cc2)n1-c1ccc(C)cc1)=C\c1ccccc1
-1 | CC(C)Sc1nc(O)c(Cc2ccccc2)c(=O)[nH]1

Later entries.
TbREL1 primary | SMILES
4 | O=C1C=C(c2ccc(OC(F)(F)F)cc2)C[C@@H](c2ccc(Cl)cc2)C1
0 | COc1ccc(C)cc1NC(=O)CSc1nnc2ccc(-c3ccncc3)nn12
-1 | O=C1N[C@@H](Cc2ccccc2)COC(=O)[C@@H](Cc2ccc(F)cc2)CC/C=C/C[C@H]1CC(=O)N(CCO)Cc1ccccc1
-4 | O=C(NC1CC[C@@]23CCCN2C(=O)CCC[C@H]3C1)c1ccccc1 (stereo not given in full)
-3 | COc1ccc(C(=O)NC(=S)NCc2ccccc2)cc1
0 | O=C(C[C@@H]1C/C=C\CCC(=O)OC[C@@H]2CCCN2C1=O)NCCO
